Source: PubChem
DENV2 CPE = inhibitors of DENV2 cytopathic effect, primary screen, cell-based, plate reader, single concentration; DENV2-infected cells, cytopathic effect rescue; CPE inhibition, % at 9.99 µM; hit rate 1.7% among 350,000; AID 651640, 2012; in the data active means CPE inhibition above about 20%, passing the limit was not always enough; inconclusive means no clear call, values can overlap the other calls; tested in BHK-21 cells;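 further: 0% = median of neutral control wells and 100% = median of positive control wells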
EWS-Fli inh = EWS/Fli-driven NR0B1 reporter inhibitors, primary screen, A673 cells, NR0B1 luciferase, luminescence, MLPCN library. inhibition, % at 12.6 µM. AID 651661, 2012. viability-normalised. hit rate 0.67% among 350,000;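 active means mean inhibition of at least 50% after viability correction, with every replicate also passing that limit; inconclusive means mean reaches 50% but only one of two replicates passes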;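 further: firefly luciferase signal divided by Alamar Blue viability fluorescence both relative to DMSO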
PAX8 inh HTS = inhibitors of PAX8-driven TPO luciferase reporter, primary screen, RMG-I cells, single concentration; SteadyGlo, 24 h; inhibition, % at 12.6 µM; hit rate 1.2% among 360,000; AID 652154, 2013;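 active means mean replicate inhibition at least 60% with every replicate also reaching 60%; inconclusive means only one of the two criteria is met; inactive means mean below 60% and not all replicates reaching 60%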;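 further: luciferase light reporting Pax8 driven TPO promoter activity; plate controls were median of neutral control wells for no effect and mitoxantrone controls for full effect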
LGR2 inh = inhibitors of bursicon-induced LGR2 CRE-luciferase signal, primary screen, cell-based, HEK293, CRE-luciferase reporter, bursicon stimulation; Drosophila bursicon receptor LGR2 (rickets); bursicon-stimulated, 4 h; inhibition, % at 9.99 µM; AID 720647, 2013; hit rate 0.35% among 380,000;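 active means drop in luminescence signal, shown as inhibition above about 50% in the replicate tests, limit read from the data, passing the limit was not always enough; inconclusive means probably only some replicates passing the limit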;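 further: agonist challenge used bursicon conditioned medium at about half maximal strength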
Casp6 inh = human caspase-6 inhibitors, primary screen, biochemical, VEID-R110 fluorescence, single point, set 2. inhibition, % at 12.5 µM. purified caspase-6, Z-VEID-R110 cleavage fluorescence. hit rate 0.53% among 350,000. P55212;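 active means mean inhibition across replicates at least about 35%, with every replicate also reaching that limit, limit read from the data; inconclusive means only one of the two criteria met; inactive means neither criterion met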;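 further: 0% = median of neutral control wells and 100% = no fluorescence left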
Target sequence (P55212 24-179 limits assumed): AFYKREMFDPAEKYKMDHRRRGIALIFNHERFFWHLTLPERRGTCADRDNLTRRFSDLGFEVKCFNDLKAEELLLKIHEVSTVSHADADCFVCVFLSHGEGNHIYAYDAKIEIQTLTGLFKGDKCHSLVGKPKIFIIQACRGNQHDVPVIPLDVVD
Target sequence (P55212 194-293 limits assumed): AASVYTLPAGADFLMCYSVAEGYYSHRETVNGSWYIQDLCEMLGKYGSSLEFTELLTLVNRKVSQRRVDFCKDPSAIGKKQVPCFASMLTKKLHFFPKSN
ARNT TACC3 PPI = disruptors of ARNT/TACC3 protein interaction, primary screen, biochemical, AlphaScreen, single concentration; Transforming acidic coiled-coil-containing protein 3 (Homo sapiens), Q9Y6A5; AlphaScreen His-ARNT PAS-B/GST-TACC3 binding, luminescence; TACC3 fragment carries E629A point mutation; inhibition, % at 9.99 µM; hit rate 0.66% among 390,000;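 active means mean inhibition of replicates at least 50% and at least half of replicates each reaching 50%; inconclusive means half or more replicates reach 50% but mean below 50%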;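 further: 0% = complete ARNT plus TACC3 wells and 100% = ARNT alone without TACC3; many hits fall short of the cut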
SIRT5 block = SIRT5 desuccinylase inhibitors, primary screen, biochemical, fluorescence imaging, single point, set 5; Purified SirT5, succinyl-peptide AMC, trypsin-coupled fluorescence; inhibition, % at 15 µM; hit rate 1.1% among 330,000; AID 652115, 2013; in the data active means inhibition above about 15%; inconclusive means no clear call, values can overlap the other calls
Target sequence (Q9NXA8 whole entry, looked up): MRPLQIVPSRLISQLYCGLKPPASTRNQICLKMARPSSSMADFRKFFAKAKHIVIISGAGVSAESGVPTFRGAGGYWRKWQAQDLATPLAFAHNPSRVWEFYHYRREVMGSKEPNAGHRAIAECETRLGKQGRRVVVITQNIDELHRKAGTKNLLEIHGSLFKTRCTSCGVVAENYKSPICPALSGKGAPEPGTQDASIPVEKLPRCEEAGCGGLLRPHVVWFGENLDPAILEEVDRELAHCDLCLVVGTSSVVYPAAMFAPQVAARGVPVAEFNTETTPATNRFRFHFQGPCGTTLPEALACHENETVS
* marks the source's active call; other numbers are inactive results; u = inconclusive; x = no result given.

| compound | DENV2 CPE | EWS-Fli inh | PAX8 inh HTS | LGR2 inh | Casp6 inh | ARNT TACC3 PPI | SIRT5 block |
| --- | --- | --- | --- | --- | --- | --- | --- |
| COc1cc(C)c(NC(=S)Nc2ccc(Cl)c(Cl)c2)cc1OC | 5 | -7 | 19 | 5 | -1 | -8 | -1 |
| c1ccc(N2CCN(Cc3nc4ccccc4[nH]3)CC2)nc1 | -5 | 1 | 11 | 1 | 7 | 2 | -2 |
| COc1cc(OC)cc(-c2c(-c3cccs3)c3cc(Br)ccc3n2C)c1 | -23 | -1 | 23 | x | 3 | -12 | 3 |
| CN(Cc1ccccc1)S(=O)(=O)c1ccccc1[N+](=O)[O-] | -5 | -7 | 11 | 30 | -1 | 0 | 1 |
| CCC(=O)N1C[C@H](C)[C@@H](OC)CN(C)C(=O)c2ccc(NS(C)(=O)=O)cc2OC[C@@H]1C | 6 | 6 | 3 | -10 | 0 | -1 | -3 |
| C#CCCCc1nc2ccccc2c(=O)n1N | x | x | 8 | -9 | x | 1 | x |
| CC(C)[C@@H]1CC2=C(C(=O)OC(C)(C)O2)[C@H](CCc2ccccc2)O1 | 42* | -6 | 9 | -11 | x | x | -4 |
| CC(C)C#Cc1cnc2c(c1)C(=O)N([C@@H](C)CO)C[C@H](C)[C@@H](CN(C)Cc1ccccc1)O2 | 3 | 4 | x | 1 | 0 | 11 | -3 |
| CC(C)(C)c1ccc(-c2nc(-c3ccncc3)no2)cc1 | -4 | 12 | x | u | 4 | -10 | -3 |
| C[C@H]1CCCCO[C@@H](CN(C)C)[C@@H](C)CN([C@@H](C)CO)C(=O)c2cc(NC(=O)Nc3ccc4c(c3)OCO4)ccc2O1 | x | -3 | -43 | 5 | x | x | x |
| CCOc1ccc(S(=O)(=O)N2CCN(Cc3ccccc3)CC2)cc1 | 7 | 10 | 10 | -5 | -1 | -1 | -4 |
| CCOC(=O)C1CCC(=O)C1 (stereo not given) | -1 | 0 | 3 | u | -3 | -10 | 0 |
| CS(=O)(=O)Nc1ccccc1C(=O)NCCSc1ccc(Cl)cc1 | 1 | 10 | 11 | 9 | 1 | 6 | -8 |
| CC1CCc2c(cnc3ncnn23)C1 (stereo not given) | -1 | 2 | -15 | 6 | 1 | 3 | x |
| CCC1(C)Cc2ccccc2-c2nc(NCCCO)[nH]c(=O)c21 (stereo not given) | 6 | -2 | -11 | 8 | 3 | -11 | -21 |
| Cc1noc(C)c1S(=O)(=O)Nc1cccc2c1O[C@H](CN(C)S(=O)(=O)c1c(C)noc1C)[C@H](C)CN([C@@H](C)CO)C2=O | -7 | -5 | -28 | -22 | -3 | x | -5 |
| CC(CCCC(C)(C)O)NCc1cn[nH]c1-c1ccc2c(c1)OCO2 (stereo not given) | -1 | -5 | 5 | -1 | -5 | 3 | -5 |
| CC1CCC(NC(=O)C2CC(O)CN2S(=O)(=O)c2ccc([N+](=O)[O-])cc2)CC1 (stereo not given) | x | 3 | 8 | 4 | -5 | -2 | -1 |
| Cc1ccc(S(=O)(=O)NCC(=O)OCC(=O)N2C(C)CCCC2C)cc1 (stereo not given) | -1 | -1 | x | -9 | 1 | -1 | -2 |
| Cc1ccc(NS(=O)(=O)c2cccc(C(=O)NCCCN3CCCC3=O)c2)cc1 | -4 | -15 | -7 | -21 | 2 | -3 | -2 |
| Cn1c(=O)oc2cc(S(=O)(=O)N3CCC(C(=O)NCc4ccccc4Cl)CC3)ccc21 | 7 | 5 | 0 | -13 | -1 | 5 | -1 |
| COc1ccc(S(=O)(=O)N(C)C[C@H]2OCCCC[C@H](C)Oc3ccc(NC(=O)NC4CCCCC4)cc3C(=O)N([C@H](C)CO)C[C@@H]2C)cc1 | 18 | 1 | 19 | 6 | -6 | -19 | 5 |
| Cc1ccc(N2CC(C(=O)N3CCOCC3)CC2=O)cc1Cl (stereo not given) | -1 | 7 | 8 | -7 | -3 | -3 | -1 |
| O=C(O)C1CCCN1C(=O)OCc1ccccc1 (stereo not given) | x | x | x | -5 | 1 | -4 | x |
| CCCN1[C@@H]2Cn3c(cccc3=O)[C@H]1[C@@H](C(=O)N[C@@H](C)c1ccccc1)[C@@H]2CO | 9 | -5 | x | 2 | 1 | x | -7 |
| Cc1cccc(N2CCN(C(=O)c3cn4ccccc4n3)CC2C)c1 (stereo not given) | -2 | -16 | 32 | -6 | 6 | -4 | -3 |
| CCOc1ncccc1C(=O)OCC(=O)N1CCc2ccccc21 | 2 | 0 | 9 | 10 | -2 | x | -1 |
| COc1ccc(S(=O)(=O)Nc2ccc3c(c2)C(=O)N([C@H](C)CO)C[C@H](C)[C@H](CN(C)C(=O)Nc2ccc(C(F)(F)F)cc2)O3)cc1 | -2 | 1 | x | -2 | 0 | 4 | 5 |
| COc1ccccc1N1CCN(C(=O)CNC(=O)Cn2cnc3sc(C)c(C)c3c2=O)CC1 | -2 | 0 | 21 | 9 | -1 | 6 | 3 |
| C[C@@H]1CN([C@@H](C)CO)C(=O)c2cc(NC(=O)CCCN(C)C)ccc2O[C@@H]1CN(C)CC1CCCCC1 | 2 | 4 | x | 10 | 2 | x | -1 |
| C[C@@H]1CCCCO[C@@H](CN(C)C(=O)Nc2ccc3c(c2)OCO3)[C@H](C)CN([C@@H](C)CO)C(=O)c2cc(NC(=O)Nc3ccccc3)ccc2O1 | 2 | -13 | 8 | 13 | 0 | 2 | 6 |
| C[C@H](CO)N1C[C@H](C)[C@@H](CN(C)C)Oc2ccc(NC(=O)Nc3ccccc3)cc2C1=O | -4 | x | -7 | -7 | 4 | x | 1 |
| O=C(c1ccccc1)N1CCN=C1SCc1ccc([N+](=O)[O-])cc1 | x | x | -10 | 6 | x | -2 | x |
| CC12CS(=O)(=O)CC1SC(=S)N2Cc1ccccc1 (stereo not given) | 18 | 4 | 0 | x | 1 | -15 | -4 |
| NC(=O)c1c(NC(=O)CN2C(=O)CCC2=O)sc2c1CCCCC2 | 1 | 3 | 20 | 25 | 1 | 7 | x |
| CCNC(=O)[C@H]1[C@H](CO)[C@H]2Cn3c(ccc(C4=CCCCC4)c3=O)[C@@H]1N2Cc1cocn1 | x | 4 | 4 | -33 | x | x | x |
| CCOC(=O)c1c(NC(=S)NC(=O)/C=C/c2cccs2)sc(C)c1C | -3 | 13 | 0 | 2 | -7 | -12 | -4 |
| CCc1ccc(C(=O)NNC(=O)c2ccc3c(=O)n4c(nc3c2)CCC4)cc1 | -5 | x | -15 | 17 | 1 | -5 | -2 |
| COc1ccc(-n2c(C)nc3cc(C(=O)NCCN4CCOCC4)ccc32)cc1 | x | x | x | 2 | -2 | -3 | 1 |
| Cc1ccc(N2CC(=O)Nc3c(sc4nc(C)cc(C)c34)C2=O)cc1 | -3 | 4 | 4 | x | -1 | -6 | -2 |
| COc1ccc(-c2cnc3c(c2)C(=O)N([C@H](C)CO)C[C@H](C)[C@H](CN(C)S(=O)(=O)c2cccc(F)c2)O3)cc1 | 4 | 12 | x | 20 | -3 | -4 | 13 |
| COc1ccccc1NC(=O)Nc1cnccn1 | -4 | -2 | 17 | 1 | -1 | -4 | 2 |
| Cc1cc(C(=O)Nc2ccc3c(c2)C(=O)N(C)[C@H]2CC[C@@H](CC(=O)N[C@H](C)c4ccccc4)O[C@@H]2CO3)no1 | -3 | -13 | 2 | 12 | -1 | -10 | -6 |
| O=C(CCc1nnc(COc2ccccc2)o1)NCc1ccccc1 | 5 | 5 | 14 | -13 | -4 | 0 | -7 |
| COC(=O)C1CCN(C(=O)COC(=O)/C=C/c2ccc(O)c(OC)c2)CC1 | 1 | 14 | 0 | -9 | -2 | 1 | 1 |
| CO[C@@H]1CN(C)C(=O)c2ccc(NS(=O)(=O)c3ccc(C)cc3)cc2OC[C@H](C)NC[C@@H]1C | 7 | -6 | x | -23 | 0 | 6 | -3 |
| COc1cccc(C(=O)NCC2CCCN(C3CCCCC3)C2)c1OC (stereo not given) | 6 | 16 | 1 | 24 | -2 | -4 | -1 |
| CCc1ccccc1NC(=O)N1CCC(NC(=O)C(Cc2ccccc2)NC(C)=O)CC1 (stereo not given) | -5 | 0 | 9 | 10 | -8 | -1 | -4 |
| O=S(=O)(/C=C/c1ccccc1)Nc1ccc(F)cc1 | x | 6 | 1 | 17 | x | 1 | 9 |
| Cc1ccc(NC(=O)Nc2nc3ccc(S(C)(=O)=O)cc3s2)cc1 | 1 | -13 | -4 | -9 | 9 | -1 | -1 |
| CN(C)/N=C/c1ccc(Sc2ccccc2[N+](=O)[O-])o1 | 10 | 22 | -1 | 16 | 1 | 30 | -2 |
| O=C(COC(=O)/C=C/c1ccc(S(=O)(=O)N2CCOCC2)cc1)NCc1ccccc1 | -7 | 7 | 4 | -6 | 2 | 1 | 0 |
| CC1CCN(CCOCCOc2ccccc2-c2ccccc2)CC1 | x | -11 | 9 | 7 | x | -3 | x |
| CCN(CC(=O)NCc1cccs1)S(=O)(=O)c1ccccc1Cl | -6 | -1 | -3 | -12 | 0 | -3 | -4 |
| COc1cccc(CC(=O)Nc2cc(C(F)(F)F)ccc2N2CCCC2)c1 | x | 12 | 1 | -6 | -4 | 1 | 0 |
| CSCC[C@@H](CO)NC(=O)[C@H]1O[C@@H](n2ccc(N)nc2=O)[C@H](O)[C@@H]1O | 0 | -9 | -4 | -10 | -2 | x | 0 |
| CCc1nc2ccc(C(=O)NC3CCN(Cc4ccccc4)CC3)cn2c1N(C)CCN1CCOCC1 | 10 | -5 | 4 | 5 | -13 | x | x |
| CCN(CC)S(=O)(=O)c1cccc(S(=O)(=O)N2CCCCC2)c1 | x | x | x | 0 | 1 | 0 | x |
| Cc1noc(C)c1NC(=O)Nc1ccc2c(c1)C(=O)N([C@@H](C)CO)C[C@@H](C)[C@H](CN(C)C)OCCCC[C@@H](C)O2 | 16 | -4 | -6 | 10 | 1 | 0 | -1 |
| Cc1cccc(C(=O)NNC(=O)c2ccccc2C)c1 | 0 | -12 | -56 | -52 | 0 | x | 5 |

The listing continues.
| compound | DENV2 CPE | EWS-Fli inh | PAX8 inh HTS | LGR2 inh | Casp6 inh | ARNT TACC3 PPI | SIRT5 block |
| --- | --- | --- | --- | --- | --- | --- | --- |
| COC(=O)c1ccc(CSc2nnc(-c3ccc4c(c3)OCO4)n2-c2ccccc2)o1 | x | x | 14 | 7 | x | 0 | x |
| COC(=O)c1cccc(NC(=O)CCNC(=O)c2ccc([N+](=O)[O-])cc2)c1 | x | x | 11 | 7 | x | -5 | x |
| C[C@H](CO)N1C[C@H](C)[C@H](CN(C)Cc2ccncc2)Oc2c(NS(=O)(=O)c3ccccc3)cccc2C1=O | 4 | -5 | 1 | -5 | 3 | -12 | 0 |
| CCC(C)[C@H](N)c1nnc(SCc2cccc(F)c2)o1 (stereo not given in full) | 3 | 6 | x | -12 | -1 | -2 | 0 |
| COc1ccc(Cl)c(-c2cc(C(=O)NCc3ccc(C(F)(F)F)cc3)[nH]n2)c1 | -5 | -15 | -10 | -1 | 1 | x | x |
| Cc1ccc(S(=O)(=O)N(C)C[C@H]2Oc3c(NC(=O)C4CCCCC4)cccc3C(=O)N([C@H](C)CO)C[C@H]2C)cc1 | -8 | -1 | -9 | x | 7 | 5 | 3 |
| CCOc1ccc(C2C(C#N)=C(N)Oc3cc(C)n(Cc4ccco4)c(=O)c32)cc1OC (stereo not given) | x | x | x | -14 | 8 | -3 | 1 |
| COc1ccc2c3c([nH]c2c1)[C@@H](CO)N(C(C)=O)CC31CN(C(=O)Nc2ccccc2F)C1 | 3 | -1 | x | -17 | x | x | x |

Whole records, quoted from the list. Order of screens: DENV2 CPE	EWS-Fli inh	PAX8 inh HTS	LGR2 inh	Casp6 inh	ARNT TACC3 PPI	SIRT5 block
Cc1cccc(N2CCN(C(=O)c3cn4ccccc4n3)CC2C)c1 (stereo not given) as listed: -2	-16	32	-6	6	-4	-3
COc1cc(OC)cc(-c2c(-c3cccs3)c3cc(Br)ccc3n2C)c1 as listed: -23	-1	23	x	3	-12	3
